Bioassay records from PubChem.
SMN2 splice enh = increases expression of the SMN2 splice variant; Potency, µM (titrated, usually from 46.1 µM), without a hit: top-dose activity change, positive = activation, hits mostly activators; 210,000 tested, 2.8% active; HEK293 SMN2-luciferase splicing reporter, luminescence, 30-36 h; note: % of control where 0% means no effect; nearly all actives have a fitted effect of over 55% in size
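qHTS luciferase splicing reporter: luminescence rises when SMN2 exon 7 is included in transfected HEK293 cells. Compound exposure lasted 30-36 h at 37C, with 4.5 mM final sodium butyrate as control, followed by a ONE-Glo read.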
HttQ103 aggreg = mutant huntingtin aggregation inhibition; PC12 HttQ103-GFP aggregates, Acumen cytometry, 40 h; Potency, µM (doses to about 46.1 µM), inactives show at the top dose activity change, negative = inhibition, most hits filed as inhibitors; 220,000 tested, 1.1% active; note: % is set by controls: 0 for no effect and ±100 for the full control effect; nearly all actives have a fitted effect of over 60% in size
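Using laser scanning cytometry, GFP-positive aggregates were counted after lysis of PC12 cells induced with 100 nM tebufenozide to express HTT exon 1 Q103–GFP. Compounds were tested in titration.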
KDM4E inh = inhibitors of human JMJD2E histone demethylase; Potency, µM (top dose mostly 57.1 µM), inactives show top-dose activity change, negative = inhibition, hits mostly inhibitors; B2RXH2; JMJD2E catalytic domain, FDH-coupled NADH fluorescence (FDH is formaldehyde dehydrogenase); AID 2147; 230,000 tested, 1.6% active; active = well fitted inhibition curve with a large enough effect, not every such curve was filed as active; inconclusive = small, poorly fitted or top-dose-only effect, or another doubt; inactive = no such curve, though single readings can be large or run the other way;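 note: 0% = wells with enzyme and -100% = buffer wells without enzyme; nearly all actives have a fitted effect of over 50% in size; many of its hits are not listed in these tables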
Target sequence (B2RXH2 1-337 limits assumed): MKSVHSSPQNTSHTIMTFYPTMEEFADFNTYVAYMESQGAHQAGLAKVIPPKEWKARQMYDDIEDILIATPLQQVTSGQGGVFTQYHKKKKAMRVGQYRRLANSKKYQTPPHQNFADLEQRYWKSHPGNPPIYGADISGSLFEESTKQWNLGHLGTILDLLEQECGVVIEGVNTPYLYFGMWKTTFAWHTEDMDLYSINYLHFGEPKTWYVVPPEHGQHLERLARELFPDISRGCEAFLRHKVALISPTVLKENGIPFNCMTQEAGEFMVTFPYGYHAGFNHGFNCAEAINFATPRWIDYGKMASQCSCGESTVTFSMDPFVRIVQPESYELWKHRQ
ALDH1A1 block = blocks purified human ALDH1A1 activity. 220,000 tested, 7.3% active. AID 1030. Purified ALDH1A1, NADH fluorescence, propionaldehyde substrate. P00352. Potency, µM (series often up to 75.3 µM), for the others: at the top dose activity, negative = inhibition, most hits filed as inhibitors; active = well fitted inhibition curve with a large enough effect, not every such curve was filed as active; inconclusive = small, poorly fitted or top-dose-only effect, or another doubt; inactive = no such curve, though single readings can be large or run the other way;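 note: plate controls were no enzyme wells and a reference inhibitor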
Target sequence (P00352 whole entry, looked up): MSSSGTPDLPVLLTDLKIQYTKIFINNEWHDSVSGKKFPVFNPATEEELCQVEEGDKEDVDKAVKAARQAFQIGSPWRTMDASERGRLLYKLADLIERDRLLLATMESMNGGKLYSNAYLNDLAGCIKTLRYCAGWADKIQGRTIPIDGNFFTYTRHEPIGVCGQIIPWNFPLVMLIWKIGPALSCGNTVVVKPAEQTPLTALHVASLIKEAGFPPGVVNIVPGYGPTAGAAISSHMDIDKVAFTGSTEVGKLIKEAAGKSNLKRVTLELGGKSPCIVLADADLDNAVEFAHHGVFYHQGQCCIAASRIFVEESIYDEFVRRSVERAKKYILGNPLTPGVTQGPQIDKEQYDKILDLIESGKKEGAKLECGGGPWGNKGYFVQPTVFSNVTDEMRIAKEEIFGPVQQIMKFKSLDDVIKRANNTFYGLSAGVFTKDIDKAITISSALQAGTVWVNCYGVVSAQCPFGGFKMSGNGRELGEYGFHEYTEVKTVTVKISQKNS
HTT ATP protect = Huntington cell model cytoprotection by ATP luminescence | 230,000 tested, 0.14% active | PC12 HTT-Q103 induced, cytoprotection, ATP luminescence, 40 h | Potency, µM (top dose mostly 56.4 µM), without a hit: cytoprotection (ATP increase), usual class: activators;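 note: % of control where 0% means no effect; nearly all actives have a fitted effect of over 45% in size; toxic huntingtin expression switched on by the ecdysone agonist tebufenozide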
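Stable PC12 Q103-GFP cells in serum-supplemented, phenol red-free DMEM; induction by tebufenozide at 100 nM final; compound dose series; cell viability quantified luminescently from ATP.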
Tau fluor cs = counter-screen for tau fibril formation inhibitors; tau K18 P301L Alexa594 fluorescence, heparin fibrillization; Potency, µM (doses to about 57.7 µM), without a hit: top-dose activity change, negative = decrease; 280,000 tested, 0.93% active; AID 1463; note: % is set by controls: 0 for no effect and ±100 for the full control effect; nearly all actives have a fitted effect of over 55% in size
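Human K18 P301L tau (15 uM unlabeled plus 0.24 uM Alexa 594-labeled, final) in 100 mM sodium acetate pH 7 was mixed with compound and 20 uM heparin and incubated 6 hr at 37 C.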
Tau FP inhib = inhibitors of human tau fibril formation. Potency, µM (titrated, usually from 57.7 µM), for inactives: at the top dose activity, negative = inhibition, hits mostly inhibitors. 280,000 tested, 0.39% active. K18 P301L tau heparin fibrillization, Alexa594 FP, 6 h; note: % is set by controls: 0 for no effect and ±100 for the full control effect; nearly all actives have a fitted effect of over 55% in size
Target sequence (P10636 561-689 P618L limits assumed): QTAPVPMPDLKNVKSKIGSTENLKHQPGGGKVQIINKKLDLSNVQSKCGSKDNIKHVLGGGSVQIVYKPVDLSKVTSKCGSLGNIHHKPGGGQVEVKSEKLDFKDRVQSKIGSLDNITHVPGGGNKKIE
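Read-out: fluorescence polarization of Alexa 594-labeled tau (0.24 uM), 555 nm excitation, 632 nm emission. Mixtures held 15 uM unlabeled K18 P301L, compound and 20 uM heparin, pH 7 acetate buffer, incubated 6 hr at 37 C.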
Tau ThT inhib = inhibitors of human tau fibril formation, thioflavin T binding; 270,000 tested, 2.1% active; P10636; recombinant tau K18 P301L (four-repeat tau fragment), heparin-induced fibrillization, ThT fluorescence; Potency, µM (series often up to 57.4 µM), inactives show top-dose activity, negative = inhibition, most hits filed as inhibitors; note: % is set by controls: 0 for no effect and ±100 for the full control effect; nearly all actives have a fitted effect of over 55% in size
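Heparin-induced (20 uM) aggregation of recombinant human K18 P301L tau, 15 uM unlabeled with 0.24 uM labeled, pH 7 acetate buffer, 6 hr at 37 C with compound. Fibrils quantified by 30 uM ThT fluorescence after 1 hr ambient incubation.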
Numbers without * were called inactive; ? = inconclusive; · = no result given; & = joins results of further samples; [ ] = remark or other dose. Unless noted, calls come from the whole dose curve; as a rule, active = well fitted curve in the direction sought with a large enough effect; inconclusive = small, poorly fitted or top-dose-only effect, or another doubt; inactive = no such curve, though single readings can be large; an effect the other way counts as inactive or inconclusive. Potency is the fitted concentration of half-maximal effect.

SMILES	SMN2 splice enh	HttQ103 aggreg	KDM4E inh	ALDH1A1 block	HTT ATP protect	Tau fluor cs	Tau FP inhib	Tau ThT inhib
Cn1c(-c2sccc2OCc2cccc(C(F)(F)F)c2)n[nH]c1=S	-19%	-16%	?	?	-2%[10 µM]	-4%	3%	-9%
Nn1cnn(Cc2ccccc2)c1=S	9%	-20%	2%	25µM*	1%[10 µM]	-8%	-11%	-8%
C/C(=N/NC(=O)c1cnccn1)c1ccncc1	2%	1%	9%	8%	-33%[inhibitor]	-5%	7%	-2%
CCN(CC)S(=O)(=O)c1cccc(-c2n[nH]c(=S)n2/N=C/c2ccc(OC(F)F)cc2)c1	-17%	22µM*	3%	?	-2%[1.9 µM]	?	?	?
Cc1ccc(OCCNC(=O)/C=C/c2ccccc2)cc1	11%	11%	3%	1%	-6%[0.074 µM]	-6%	7%	-11%
Cc1ccc2c(c1)c1c3n2CCN(C(=O)CN2CCN(C)CC2)C3CCC1 (stereo unspecified)	2%	0%	?	?	-13%	-2%	9%	-13%
COc1ccccc1N1CCN(Cc2ccsc2)CC1	3%	8%	-19%	?	7%	-10%	4%	-19%
CCOC(=O)c1c(NC(=O)COc2ncnc3ccccc23)sc(C(C)=O)c1C	-29%	-13%	-5%	8%	8%[10 µM]	-6%	-7%	-15%
COCc1ccc(CN2CCCC(CO)(Cc3ccccc3C)C2)o1 (stereo unspecified)	·	21%[9.22 µM]	4%	8%	5%[10 µM]	16%	6%[2.34 µM]	7%
O=C(c1cc2ccccc2oc1=O)N(Cc1ccc(F)cc1)C1CCS(=O)(=O)C1 (stereo unspecified)	·	-11%[9.22 µM]	?	·	12%[10 µM]	3%	5%	-3%
O=C(CC1C(=O)OCCN1Cc1ccccc1)Nc1cccc(Cl)c1 (stereo unspecified)	-9%	·	·	·	·	-11%	2%	1%
COc1ccc(CNC(=O)c2ccc(N3CCOCC3)c([N+](=O)[O-])c2)cc1	-14%	-5%	-3%	3%	-37%[inhibitor]	-2%	-1%	-12%
CCn1c2ccccc2c2cc(C3N=C(N)Nc4nc5ccccc5n43)ccc21 (stereo unspecified)	8%	?	-3%	?	8%[10 µM]	6%	0%	10%
O=C(CSc1nc(-c2ccc(F)cc2)cs1)N1CCN(C(=O)c2ccco2)CC1	-54%[inhibitor]	-13%	-8%	14µM*	-30%	-8%	-11%	-18%
O=C(O)c1cccc(-n2cccc2/C=C2\SC(=O)N(Cc3ccccc3F)C2=O)c1	13%	16%	0%	?	8%[10 µM]	-10%	8%	-13%
CCc1c(C)sc(NC(=O)C2CCCO2)c1C#N (stereo unspecified)	?	-29%	-10%	16µM*	-9%[10 µM]	-3%	-1%	-13%
COc1ccc2[nH]c(=O)c(CN(Cc3cccs3)C(=S)NCC3CCCO3)cc2c1 (stereo unspecified)	·	-2%[9.22 µM]	?	·	11%[10 µM]	-12%	-5%	4%
N#Cc1cn(CC(=O)N2CCc3ccccc3C2)c2ccccc12	-38%[inhibitor]	13%	-7%	?	15%[1.9 µM]	-14%	-7%	-7%
Cc1cnc(C(=O)OCC(=O)N(Cc2ccccc2)C(C)C)cn1	14%	0%	-3%	-3%	-12%	2%	4%	2%
CC(C)(C)C(=O)Cn1c[n+](N)cn1	-18%	3%	9%	7%	13%[10 µM]	6%	1%	4%
O=C(CCCn1cc([N+](=O)[O-])cn1)N1CCCCC1	5%	-6%	2%	?	-25%	-9%	-1%	-10%
O=C(c1ccco1)N(Cc1ccccc1)Cc1ccccn1	-18%	-6%[9.22 µM]	-2%	0%	-1%[10 µM]	1%	1%	3%
O=C1COc2ccc(NC(=O)N3CCN(c4ccc(F)cc4)CC3)cc2N1	-7%	-8%	-2%	6%	-12%	-14%	1%	?
O=C(NCc1ccco1)C1CC(c2cc(C(F)(F)F)cc(C(F)(F)F)c2)=NO1 (stereo unspecified)	·	-7%[9.22 µM]	-2%	·	-49%[inhibitor][10 µM]	-2%	-3%	1%
Cc1ccc2nc(SC(C)C(=O)N3CCCC3)[nH]c2c1 (stereo unspecified)	11µM*	10%	5%	4%	19%[10 µM]	0%	5%	17%
N/C(=N\N=C\c1ccc([N+](=O)[O-])cc1)c1nonc1N	·	26%[9.22 µM]	13%	·	3%[10 µM]	-19%	3%	·
Cc1ccc(C2CC2c2n[nH]c(=S)n2-c2cccc(C)c2)cc1 (stereo unspecified)	·	3%[9.22 µM]	-25%	?	13%[10 µM]	-21%	-3%	-15%
Cn1cc(C(=O)c2ccc(Cl)cc2Cl)cc1C(=O)N/N=C(\N)COc1ccc(F)cc1	4%	18µM*	?	1%	-61%[inhibitor]	-30%	-2%	-24%
Cc1ccnc(SCc2cc(=O)c(OC(=O)c3cccs3)co2)n1	4%	-12%	-1%	0%	-21%	-7%	-7%	?
Cc1ccc(NC(=O)C2=C(O)CCn3c2nc2ccccc23)cc1	-16%	-4%[9.22 µM]	9%	3%	1%	0%	0%	-3%
CC12CC[C@@](C(=O)O)(C(=O)C1=O)C2(C)C	4%	·	3%	0%	-23%	-4%	-5%	-5%
Cc1ccc(CN(Cc2cccn2-c2nnc(N3CCCC3=O)s2)C(=O)Nc2ccccc2Cl)cc1	-3%	·	·	·	·	-11%	2%	-8%
CCC(=O)Nc1cc2[nH]c(=O)cc(C)c2cc1C	13%	10%	?	?	1%[10 µM]	4%	-6%	-6%
O=C(Nc1ccc(Cl)c(Cl)c1)N1CCSCC1	-2%	-20%	11%	14%	26%[1.9 µM]	-9%	-2%	-6%
O=C(/C=C/c1ccc(Cl)cc1)N(Cc1cccs1)C1CCS(=O)(=O)C1 (stereo unspecified)	·	-2%[9.22 µM]	-2%	·	9%[10 µM]	-7%	9%	1%
CCn1c(C(=O)N2CCC(C(=O)N3CCN(c4cccc(C)c4C)CC3)CC2)cc2sccc21	-47%[inhibitor]	·	·	·	·	-21%	0%	?
CCC(C)(C)NC(=O)C(c1ccccc1)N(C(=O)c1csnn1)C1CC1 (stereo unspecified)	5%	-5%	-6%	6%	-1%[10 µM]	8%	3%	-1%
Cc1ccc2cccc(SCC(=O)N3CCOCC3)c2n1	52%	-6%	?	?	-3%	3%	5%	-9%
CSc1ccccc1NC(=O)c1cnccn1	6%	-15%	-2%	?	13%[10 µM]	-17%	8%	?
Cc1cc(Cl)ccc1OCCCC(=O)NN	2%	-24%[9.22 µM]	7%	?	-17%[10 µM]	-15%	-11%	-13%
COc1cccc(N2CCN(C(=O)CCSCc3ccccc3F)CC2)c1	-24%	7%	-1%	-14%	7%	-23%&-14%	-4%&10%	?
COc1cccc(-c2nnc3sc(-c4ccc(Cl)cc4)nn23)c1	·	-10%	-5%	0%	4%	6%	0%	-5%
O=C(O)c1cc(S(=O)(=O)NCc2ccco2)c(Cl)cc1Cl	14%	5%	4%	20µM*	2%	5%	-3%	-11%
O=C(Nc1ccccc1C(=O)N1CCOCC1)c1cccnc1	-14%	1%	-2%	-9%	12%	-5%	-4%	3%
COCCNc1nc(-c2ccccc2CN(C)C)nc2ccccc12	-20%	·	-9%	7%	-11%	-7%	2%	-2%
CC1CN(C(=O)C(C)N2CCN(c3cccc(Cl)c3)CC2)CC(C)O1 (stereo unspecified)	-6%	7%	1%	-2%	1%	-4%	-2%	-2%
O=C1CC(Cc2ccccc2)C(=O)N1c1ccc(Cl)cn1 (stereo unspecified)	0%	-5%	5%	0%	18%	3%	-4%	-1%
O=C(NC1CCCC1)C1CCC(=O)N1C1CCCC1 (stereo unspecified)	2%	2%	0%	2%	-33%	4%	1%	-7%
NC(=O)c1ccc(Cc2ncc(C(F)(F)F)cc2Cl)s1	-13%	?	7%	1%	6%[10 µM]	-14%	-7%	-10%
O=C(NCCCN1CCCCCC1)C1CCCN(S(=O)(=O)c2cccc3nsnc23)C1 (stereo unspecified)	-5%	-2%	-7%	3%	-18%	-3%	2%	-16%
COc1ccc(OC)c(NC(=O)c2ccc(NS(C)(=O)=O)cc2)c1	-15%	1%	-6%	4%	-12%	-16%	6%	-19%
Cc1ccc(C)c(NC(=O)C2CCCN(S(=O)(=O)c3c(C)noc3/C=C/N(C)C)C2)c1 (stereo unspecified)	1%	·	·	·	·	-24%	4%	?
COC(=O)CNS(=O)(=O)c1ccc(OC)cc1	-7%	-1%	2%	-9%	-1%	1%	5%	0%
COc1ccc(CCNC(=O)C2CCCN(Cc3nc(-c4ccccc4C)oc3C)C2)cc1OC (stereo unspecified)	-8%	2%	4%	3%	-37%	-2%	-1%	-11%
Cc1cccc(NC(=O)CCCCCn2c(=O)[nH]c3ccsc3c2=O)c1	0%	·	·	·	·	-18%	-12%	-6%
O=c1cc(O)n(-c2ccc(Cl)cc2)c(=S)[nH]1	0%	-22%	4%	1%	5%	-9%	-10%	?
N#CC1=C(N)c2ccccc2CC12CCCCC2	-1%	-1%	-5%	?	2%	-19%	10%	-5%
CC1CCCN(c2ncnc3c2cnn3-c2ccc(Cl)cc2)C1 (stereo unspecified)	·	5%[9.22 µM]	?	·	-92%[inhibitor][10 µM]	-4%	-3%	-13%
COc1ccc(N(C(=O)c2cc(OC)c(OC)c(OC)c2)S(=O)(=O)c2ccc(C)cc2)cc1	6%	·	·	·	·	-14%	1%	-10%
Cc1ccc(S(=O)(=O)c2c(COC(=O)c3ccc(Cl)cc3)c(-c3ccccc3)nn2C)cc1	-22%	2%	6%	?	6%	-13%	-3%	0%
CC1=NCCN1S(=O)(=O)c1c(C(C)C)cc(C(C)C)cc1C(C)C	·	10%[9.22 µM]	0%	2.2µM*	-13%[10 µM]	-7%[2.34 µM]	-12%[2.34 µM]	2%

Records listed so far that bear a hit mark in HttQ103 aggreg:
smiles,SMN2 splice enh,HttQ103 aggreg,KDM4E inh,ALDH1A1 block,Tau FP inhib,Tau ThT inhib
CCN(CC)S(=O)(=O)c1cccc(-c2n[nH]c(=S)n2/N=C/c2ccc(OC(F)F)cc2)c1,-17%,22µM*,3%,?,?,?
Cn1cc(C(=O)c2ccc(Cl)cc2Cl)cc1C(=O)N/N=C(\N)COc1ccc(F)cc1,4%,18µM*,?,1%,-2%,-24%

These rows are one share of the data (hit frequency here may not be typical).
